HTRA1 inhibitor: HTRA1 serine protease inhibitors, primary screen, biochemical, fluorescence polarization, HTS; recombinant HTRA1, FP-rhodamine activity-based probe; inhibition, % at 5.96 µM; actives 0.5% (n = 340,000); AID 504803, 2011; in the data active = inhibition above about 36%;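 note: 0% = enzyme with DMSO and 100% = wells lacking enzyme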
Rev-erbA mod: modulators of Rev-erb alpha DNA binding, primary screen, biochemical, FITC-DNA, fluorescence polarization, uHTS; Nuclear receptor subfamily 1 group D member 1 (Homo sapiens), P20393; activity, % at 10 µM; Rev-erbα–FITC-DNA binding, 90 min; actives 0.79% (n = 370,000);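 active = activity above about 14%, limit read from the data; passing the limit was not always enough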;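 note: 0% = DMSO wells with 35 nM protein and 100% = DMSO wells with 750 nM protein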
GC-B act: human GC-B receptor activators, primary screen, HEK293 GC-B cells, cGMP TR-FRET, EC30 CNP; Atrial natriuretic peptide receptor 2 (Homo sapiens), P20594; 0% at EC30 CNP, 100% saturating CNP; activation, % at 10 µM; actives 0.11% (n = 370,000); AID 1920062, 2024;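 active = activation at 10 µM reaching about 35% in either raw or pattern-adjusted values, limit read from the data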
rCAG RNA binder: binders of r(CAG) RNA repeats, primary screen, biochemical, fluorescence; r(CAG) RNA repeat, TO-PRO-1 dye displacement fluorescence; inhibition, % at 3 µM; actives 1.3% (n = 370,000); AID 651821, 2012;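 active = inhibition above the plate cutoff, the mean of all test compounds on that plate plus 3 SD, cut at about 35% in these data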;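 note: 0% = DMSO alone and 100% = 100 µM mitoxantrone as full dye displacement; higher means more dye released from RNA so lower well fluorescence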
ASAP1 inh: inhibitors of human ASAP1 ArfGAP activity, primary screen, biochemical, fluorescence polarization | Arf-GAP with SH3 domain, ANK repeat and PH domain-containing protein 1 (Homo sapiens), … | ASAP1-stimulated ARF1 GTP hydrolysis, GDP FP detection | inhibition, % at 16.5 µM | actives 0.19% (n = 360,000) | AID 624377, 2012; in the data active = inhibition above about 25%;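 note: 0% = vehicle with enzyme and substrate and 100% = no enzyme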
PG9 binder: binders of HIV-1 gp120 antibody PG9, primary screen, biochemical, TR-FRET; HIV-1 gp120 / PG9 antibody interaction; TR-FRET gp120-PG9 antibody binding; inhibition, % at 6.7 µM; actives 0.43% (n = 360,000); AID 624416, 2012; in the data active = inhibition above about 8.5%
SMARCA2 activ: SMARCA2 (BRM) function activators, primary screen, cell-based, luminescence, high throughput; MG213 cells, MMTV-luciferase reporter, dexamethasone, overnight; actives 1% (n = 370,000); activation, % at 9.1 µM; in the data active = activation above about 7.8%;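 note: 0% = vehicle wells and 100% = reference activator wells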
GC-A act: GC-A stimulated cGMP production enhancers – HEK293 GC-A cells, cGMP TR-FRET, EC30 ANP, primary screen; 0% at EC30 ANP, 100% saturating ANP; activation, % at 10 µM; actives 0.14% (n = 370,000); AID 1671463, 2021; in the data active = activation above about 40%
Target sequence (P16066 whole entry, looked up): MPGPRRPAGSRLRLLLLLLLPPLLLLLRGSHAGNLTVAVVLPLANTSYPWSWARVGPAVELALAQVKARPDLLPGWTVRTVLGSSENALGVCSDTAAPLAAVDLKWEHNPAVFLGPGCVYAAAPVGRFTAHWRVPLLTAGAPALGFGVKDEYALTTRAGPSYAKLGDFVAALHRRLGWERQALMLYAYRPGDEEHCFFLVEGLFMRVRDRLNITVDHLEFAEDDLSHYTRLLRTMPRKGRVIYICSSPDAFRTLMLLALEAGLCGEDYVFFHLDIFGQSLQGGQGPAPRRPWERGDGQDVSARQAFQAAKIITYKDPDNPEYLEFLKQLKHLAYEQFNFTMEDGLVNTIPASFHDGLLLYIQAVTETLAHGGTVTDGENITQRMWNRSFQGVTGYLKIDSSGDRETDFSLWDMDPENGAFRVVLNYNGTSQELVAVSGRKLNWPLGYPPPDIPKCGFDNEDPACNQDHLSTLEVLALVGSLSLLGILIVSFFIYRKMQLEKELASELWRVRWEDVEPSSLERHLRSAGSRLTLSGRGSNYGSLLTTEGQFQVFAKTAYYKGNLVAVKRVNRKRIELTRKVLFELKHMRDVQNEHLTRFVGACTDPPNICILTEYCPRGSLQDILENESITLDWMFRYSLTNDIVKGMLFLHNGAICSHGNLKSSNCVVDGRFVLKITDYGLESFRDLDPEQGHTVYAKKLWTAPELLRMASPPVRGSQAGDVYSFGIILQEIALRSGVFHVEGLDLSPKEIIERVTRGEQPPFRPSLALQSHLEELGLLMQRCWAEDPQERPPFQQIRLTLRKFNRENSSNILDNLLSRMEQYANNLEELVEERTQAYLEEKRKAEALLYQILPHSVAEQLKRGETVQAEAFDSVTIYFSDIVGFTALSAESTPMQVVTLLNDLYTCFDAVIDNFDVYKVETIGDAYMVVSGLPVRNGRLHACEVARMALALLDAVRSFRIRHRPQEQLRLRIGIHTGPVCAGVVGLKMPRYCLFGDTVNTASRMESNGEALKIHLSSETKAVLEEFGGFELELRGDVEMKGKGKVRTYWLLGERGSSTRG
mABHD4 FP: ABHD4 inhibitors, primary screen, biochemical, fluorescence polarization, mouse | AID 720543, 2013 | actives 0.54% (n = 370,000) | purified mABHD4, FP-Rh probe fluorescence polarization | inhibition, % at 8.92 µM | (Lyso)-N-acylphosphatidylethanolamine lipase (Mus musculus), Q8VD66;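 active = inhibition exceeding the mean over every tested compound plus 3 SD, cut at about 30% in these data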;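 note: 0% = plate median of compound wells and 100% = S159A mutant with DMSO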
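Assay system: mABHD4 protein; medium: HEPES pH 7.0, NaCl, Pluronic buffer; dosing: 8.92 µM, single dose; schedule: 45 min + 60 min at 25 °C; signal: FP readout, ex 525 nm / em 598 nm; read-out: normalized percent inhibition of probe labeling; repeats: single replicate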
ARFGAP1 inhibitor: inhibitors of rat ARFGAP1 GAP activity, primary screen, biochemical, fluorescence polarization, GDP tracer. ADP-ribosylation factor GTPase-activating protein 1 (Rattus norvegicus), Q62848. Arfgap1-stimulated ARF1 GTP hydrolysis, GDP FP detection. inhibition, % at 16.5 µM. actives 0.26% (n = 360,000). AID 651572, 2012;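 active = inhibition above a per-plate limit, mean inhibition of low control wells plus 3 SD, cut at about 25% in these data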;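 note: 0% = DMSO wells with enzyme and 100% = wells lacking Arfgap1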
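Material: rat Arfgap1 catalytic domain, aa 1-136; also added: human ARF1(Δ1-17)-GTP substrate; compound dosing: one concentration, 16.5 µM, DMSO 1.26%; incubation: GTP hydrolysis reaction 2 h at 25 °C; measured by: Tracer-displacement fluorescence polarization with EDTA stop, 620/688 nm; evaluation: % inhibition from polarization; repeats: one replicate per compound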
Numbers without * were called inactive; / = not tested or not shown.

entry | Structure | HTRA1 inhibitor | Rev-erbA mod | GC-B act | rCAG RNA binder | ASAP1 inh | PG9 binder | SMARCA2 activ | GC-A act | mABHD4 FP | ARFGAP1 inhibitor
1 | O=C(CCS(=O)(=O)c1cc2c(cc1Br)CCN2C(=O)C1CC1)N1CCN(c2ccccn2)CC1 | / | 1 | -5 | 5 | / | / | 0 | -4 | 0 | /
2 | N#CCC(=O)Nc1ccccc1C(=O)O | -2 | 1 | 6 | 1 | 7 | 1.4 | 1 | -5 | 3 | 0
3 | CC(NC(=O)Nc1ccccc1)C(c1cccs1)N1CCN(C)CC1 (centres undefined) | -6 | -1 | 2 | -1 | -3 | 0.3 | -1 | 1 | 6 | 9
4 | CCCCN1CCN(C2=NC(=O)N(c3ccc(Br)cc3)C(=O)C2)CC1 | / | -5 | 2 | 8 | / | / | -5 | 2 | 2 | /
5 | CCCS(=O)(=O)NC(=O)C1(C)CCN(C(=O)c2ccccc2OC)C1 (centres undefined) | / | 1 | -1 | 1 | -1 | -0.8 | 1 | 4 | -11 | -1
6 | Cc1oc(-c2ccc(Cl)cc2)nc1CS(=O)CC(=O)NCCCN1CCN(Cc2ccccc2)CC1 (centres undefined) | 3 | 1 | -3 | -7 | -3 | -0.2 | -6 | 27 | 1 | 1
7 | O=C(NCc1cccnc1)C(=O)NCC1OCCN1S(=O)(=O)c1cc(F)ccc1F (centres undefined) | -3 | -2 | 4 | 3 | 3 | -2.5 | 3 | 3 | -4 | 6
8 | CC(O)CNCCCOc1ccccc1OCc1ccccc1 (centres undefined) | 4 | 0 | -4 | -1 | -5 | 1.3 | -6 | -6 | 15 | 6
9 | COC(=O)c1ccccc1NC(=O)CSCC(=O)Nc1ccc(F)cc1 | 2 | 0 | -4 | / | / | / | / | -2 | / | /
10 | COCCNCCCOc1ccc(C)cc1Br | -1 | 1 | 1 | 0 | 3 | -0.9 | 1 | -5 | 8 | -3
11 | CCC(=O)N1CCc2cc(Br)cc(S(=O)(=O)N3CCC(C(=O)NCCCOC(C)C)CC3)c21 | -5 | 4 | 3 | -4 | 3 | -2.5 | -2 | 2 | 3 | -11
12 | Cc1ccc(NC(=O)COC(=O)c2cccc(S(=O)(=O)N3CCCCCC3)c2)cc1 | -30 | 1 | 2 | 3 | 7 | -2.2 | -1 | 2 | -19 | 4
13 | CC(C=NNc1ccc([N+](=O)[O-])cn1)=Cc1ccccc1 | 3 | 4 | -5 | 4 | 5 | 0.3 | 6 | -1 | 1 | -2
14 | COc1ccc(C(=O)NCCNc2nc3cc(C)cc(C)c3cc2C#N)cc1 | / | 5 | 3 | 2 | 0 | 2.0 | -1 | -1 | 4 | -10
15 | COc1ccccc1CNC(=O)Cn1nc(C(F)(F)F)cc1C | -13 | -6 | 2 | 1 | -14 | 0.0 | -2 | 1 | -2 | -4
16 | Cc1cccc(OCc2cc(-c3ccccc3)no2)c1C | -11 | -2 | 0 | -2 | -5 | 0.2 | 8.9* | -3 | -8 | 3
17 | CCc1cccc(C)c1NC(=O)C1CCCO1 (centres undefined) | -6 | 6 | -2 | 1 | 7 | -1.5 | 0 | 1 | 1 | -2
18 | Cc1ccc(NC(=O)Cn2c(=O)n(CCCC(=O)NCc3ccco3)c(=O)c3ccccc32)cc1 | -4 | -2 | -6 | -1 | -18 | -0.6 | 0 | -9 | -2 | 4
19 | CN(C)c1ccc(S(=O)(=O)NCC(=O)NCc2ccccc2)cc1[N+](=O)[O-] | 2 | 7 | -1 | 4 | 1 | -0.9 | -1 | -4 | 2 | -9
20 | COC(=O)CCCNC(=O)CCc1nnc(-c2ccc(-c3ccccc3)cc2)o1 | 7 | 0 | -3 | -7 | 1 | -1.3 | -5 | 1 | 1 | 12
21 | CCN(C[C@H]1N[C@@](Cc2ccccc2)(C(=O)OC)[C@H]2C(=O)N(Cc3ccccc3)C(=O)[C@@H]12)C(=O)Nc1ccc(F)cc1 | -20 | 1 | -12 | 3 | -2 | 0.9 | 4 | -9 | -15 | -6
22 | Cn1cccc1Cc1nnc(SCC(=O)NCc2ccc(F)cc2)n1-c1ccc(F)cc1 | -11 | -1 | 6 | 7 | 9 | -0.2 | 0 | -2 | 3 | 1
23 | COc1ccc2cc3cc(C(=O)NCc4ccc5c(c4)OCO5)oc3nc2c1 | -15 | -14 | 4 | 4 | 2 | 0.5 | 0 | 0 | -4 | 19
24 | CC1CCCN(c2c3c(nc4ccccc24)CCCC3)C1 (centres undefined) | -6 | 4 | 8 | -4 | 3 | 1.1 | 1 | 7 | -6 | -11
25 | Cc1ccc(S(=O)(=O)NC(=O)c2cccc(Br)c2)cc1 | 4 | 3 | -3 | 7 | 7 | -1.6 | -2 | 4 | 4 | -8

Records listed so far shown as hits in SMARCA2 activ.
# | canonical_smiles | HTRA1 inhibitor | Rev-erbA mod | GC-B act | ASAP1 inh | PG9 binder | SMARCA2 activ | GC-A act | ARFGAP1 inhibitor
16 | Cc1cccc(OCc2cc(-c3ccccc3)no2)c1C | -11 | -2 | 0 | -5 | 0.2 | 8.9* | -3 | 3

(list continues)
entry | Structure | HTRA1 inhibitor | Rev-erbA mod | GC-B act | rCAG RNA binder | ASAP1 inh | PG9 binder | SMARCA2 activ | GC-A act | mABHD4 FP | ARFGAP1 inhibitor
26 | CC(C)c1ccc(S(=O)(=O)Nc2ccc(SC(F)F)cc2)cc1 | -35 | -5 | 3 | 16 | 4 | -1.3 | -5 | 2 | -25 | -2
27 | COc1ccc(N2CCN(CC(=O)c3ccccc3)CC2)cc1 | -1 | -1 | 3 | 4 | 1 | -1.4 | 1 | 2 | 2 | -4
28 | COc1cc(=O)n2c(-c3ccccc3)csc2n1 | -4 | 5 | 1 | 4 | -8 | 0.6 | -4 | 3 | -3 | -26
29 | COCCn1c(SCc2cccnc2)nnc1-c1c[nH]c2ccccc12 | -1 | -4 | 1 | 0 | -5 | -0.8 | 2 | -1 | 3 | -7
30 | CCOc1ccc(NC(=O)C2=C(C)C(=O)OC23CCC(C)CC3)cc1 (centres undefined) | -9 | 5 | -2 | -1 | -5 | -1.2 | 1 | -4 | 3 | -3
31 | Cc1noc(C)c1COc1ccccc1C(=O)NC1CCC(C)CC1 (centres undefined) | -9 | -4 | 0 | -10 | -13 | -0.4 | 1 | -4 | 8 | 0
32 | COc1ccc(-c2nnc(SCC(=O)NCc3cccs3)n2CC(C)C)cc1 | -1 | -5 | -8 | -7 | -5 | -1.4 | -1 | -6 | -4 | 8
33 | CC(=O)OCC=C1CCC2C3CCC4=CC(=O)CCC4(C)C3C(O)CC12C (centres undefined) | -6 | 7 | -2 | 1 | -8 | -0.1 | -2 | 4 | -12 | 2
34 | CC(=O)OC(C)(C)C#CCN1CCCC1 | -2 | -3 | 3 | -5 | -10 | -0.3 | -1 | 4 | -4 | -9
35 | O=C(CCN1CCCCC1)NNC(=S)NC(=O)c1ccc(Br)cc1 | -2 | -4 | 2 | 1 | -5 | 1.6 | 0 | 1 | 1 | 0
36 | Cc1cc(N2C(=O)C3C4CC(C(Br)C4Br)C3C2=O)no1 (centres undefined) | 3 | 3 | 0 | -1 | -2 | -1.4 | 6 | -5 | 1 | 3
37 | O=C(CN1C(=O)NC2(CCCCCC2)C1=O)Nc1ccccc1[N+](=O)[O-] | 6 | 11 | 5 | 0 | -2 | -0.1 | -4 | 1 | -4 | -6
38 | COc1ccc(CCC(=O)Nc2cccc(S(=O)(=O)N(C)C)c2)cc1OC | -1 | -5 | 7 | -4 | -3 | -0.2 | -3 | -1 | 3 | 0
39 | COc1ccc(NC(=O)CSc2nnc(-c3cccnc3)n2Cc2ccco2)c(OC)c1 | 3 | 5 | -5 | 2 | -16 | -0.9 | 0 | -5 | -2 | -15
40 | CC(C)CNCC1OCc2ccccc2CO1 | 2 | 0 | 4 | -1 | 8 | 0.3 | 3 | 0 | -5 | -3
41 | CCOC(=O)C1C(c2ccc(C(=O)O)cc2)NC(=O)NC1(O)C(F)(F)F (centres undefined) | -7 | 5 | -5 | 4 | -10 | -1.5 | -1 | 0 | -3 | 2
42 | Cn1nnnc1NCc1cccc(Cl)c1Cl | -1 | 2 | 1 | 1 | 1 | -2.0 | 1 | 4 | 2 | -4
43 | Cn1nc(C(=O)NCCc2ccc(S(N)(=O)=O)cc2)c2ccccc2c1=O | 4 | 3 | 0 | 1 | 11 | -1.2 | -1 | -4 | 3 | 6
44 | COC(=O)C1=C(C)N(Cc2ccccc2C(F)(F)F)C(=NCC2CC2)NC1c1ccc(C(F)(F)F)cc1 (centres undefined) | / | -1 | -22 | 2 | -5 | -1.4 | -3 | -17 | 14 | 4
45 | CCCCCCc1nc2nc(Cl)c(Cl)nc2[nH]1 | 5 | 22* | 7 | 0 | -4 | -1.8 | 7 | 10 | -5 | 1
46 | O=C(CSc1nc2ccccc2s1)NCCOc1ccccc1 | -5 | 13 | -1 | -2 | -6 | -2.0 | 1 | 0 | -11 | -9
47 | CCOc1ccc(N(CC(=O)NC(C)(C)C)C(=O)c2ccco2)cc1 | 6 | -1 | 1 | -5 | -5 | 2.4 | -3 | 1 | -4 | 3
48 | CCNC(=S)N1CCN(c2nc(-c3cccc(OC)c3)cs2)CC1 | -3 | -1 | -2 | 0 | -18 | 0.6 | -2 | -2 | -1 | 4
49 | c1ccc(-c2csc3ncn4nnnc4c23)cc1 | 3 | -5 | -5 | 3 | -5 | 0.1 | -2 | -1 | -3 | 0
50 | N#Cc1ccc(CSc2nnc(COc3ccccc3)n2-c2ccccc2)cc1 | -5 | -3 | -16 | -3 | 5 | -0.7 | -2 | -15 | -4 | 4
51 | Cc1cccc(C(=O)NN2S(=O)(=O)c3ccccc3S2(=O)=O)c1 | -16 | -5 | -2 | 1 | 4 | 0.9 | -2 | 2 | -9 | 11
52 | CCOC(CCn1c(SCc2ccc([N+](=O)[O-])cc2)nc2ccccc2c1=O)OCC | -14 | 5 | -6 | -1 | -10 | -1.1 | 0 | -9 | 1 | -10
53 | Cc1cc(OCC(=O)OCC(=O)N(C)C2CCS(=O)(=O)C2)ccc1Cl (centres undefined) | 2 | -3 | -6 | -3 | 0 | -0.5 | -1 | 0 | 7 | -1

Retrieved one by one from above, two records:
entry | Structure | HTRA1 inhibitor | Rev-erbA mod | GC-B act | rCAG RNA binder | ASAP1 inh | PG9 binder | SMARCA2 activ | GC-A act | mABHD4 FP | ARFGAP1 inhibitor
47 | CCOc1ccc(N(CC(=O)NC(C)(C)C)C(=O)c2ccco2)cc1 | 6 | -1 | 1 | -5 | -5 | 2.4 | -3 | 1 | -4 | 3
51 | Cc1cccc(C(=O)NN2S(=O)(=O)c3ccccc3S2(=O)=O)c1 | -16 | -5 | -2 | 1 | 4 | 0.9 | -2 | 2 | -9 | 11

From PubChem BioAssay
